D2 antag = HTS Assay for Allosteric Antagonists of the Human D2 Dopamine Receptor: Primary Screen for Antagonists | D(2) dopamine receptor (Homo sapiens), P14416 | HEK293 TREx D2 cells, calcium flux, dopamine EC80 | inhibition, % at 10 µM | 2% of 340,000 active | AID 485344, 2010; in the data active = inhibition above about 30%; note: 0% is about no effect
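Tetracycline-induced HEK293 TREx cells expressing D2 receptor forced-coupled to calcium signalling, loaded with no-wash calcium dye. Compounds added and calcium flux read 180 s, then dopamine added at EC80 and read a further 180 s.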
LDHA inh = qHTS assay for inhibitors of human lactate dehydrogenase; L-lactate dehydrogenase A chain (Homo sapiens), P00338; purified LDHA, NADH/diaphorase-resazurin fluorescence; active compounds read low; activity change, % (values are at about 110 or 230 µM); 0.15% of 480,000 active; AID 1347041, 2019; in the data active = activity change below about -30%; inconclusive = mostly about -25% to -30%;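 note: plate controls were DMSO wells for no effect and wells without enzyme for full effect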
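Enzyme activity of human lactate dehydrogenase 5 (2 nM; 0.06 mM NADH, 0.2 mM pyruvate, 5 min, RT) is measured via a resazurin/diaphorase fluorescence readout of residual NADH.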
ERG-DNA inh = qHTS for Small Molecule Inhibitors of the ERG Ets/DNA interaction; Transcriptional regulator ERG (Homo sapiens), P11308; fluorescence polarization, His-ERG Ets domain / labelled DNA; Potency, µM (titrated, usually from 76.9 µM), inactives show top-dose FP activity, negative = inhibition, usual class: inhibitors; 0.028% of 370,000 active; AID 624246, 2012; active = well fitted inhibition curve with a large enough effect in the polarisation, with a control signal flat; inconclusive = small, poorly fitted or top-dose-only effect, or effect the other way, or a change in a side signal; inactive = no such curve, though single readings can be large or run the other way; the % refers to the polarisation;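 note: polarization taken with two DNA probes labelled with fluorescein and Texas red; potency is the fitted concentration of half-maximal effect; % of control where 0% means no effect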
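His-tagged ERG Ets domain (1 uM in the protein solution; 300mM KCl, 50mM Tris-HCl, 1mM EDTA, 1mM DTT, pH 7.5) received compound, then a probe mix of 5 nM fluorescein-DNA and 100nM Texas-615-DNA. Fluorescence polarization was read for both dyes.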
Glioma ERSR ind = qHTS for Inducers of the Endoplasmic Reticulum Stress Response (ERSR) in Human Glioma: qHTS | U87-MG GRP78 promoter luciferase reporter, 16 h | Potency, µM, for the others: at the top dose activation, most hits filed as activators | 0.02% of 420,000 active | AID 602332, 2012; note: potency is the fitted concentration of half-maximal effect; series mostly up to about 76 µM; % of control where 0% means no effect; nearly all actives have a fitted effect of over 35% in size
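Stably transfected U87-MG glioma cells carrying a GRP78-based luciferase sensor; 16 h compound incubation. Luminescence end-point read 10 min after Bright-Glo addition at room temperature.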
D2 agonist = HTS Assay for Allosteric Agonists of the Human D2 Dopamine Receptor: Primary Screen for Agonists. HEK293 T-REx D2 cells, calcium flux agonist mode. activation, % at 2 µM. 0.53% of 340,000 active. AID 485358, 2010;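 active = activation over 3 SD above normal in the single-dose calcium agonist read, cut at about 30% in these data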; note: 0% is about no effect
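Agonism scored from kinetic calcium signal (1 read/sec, 180 s) following compound pin transfer, after a 10 s baseline. Cells: HEK293 Trex line expressing inducible D2 receptor coupled to calcium, dye-loaded after overnight culture at 30 C.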
Vif-A3G inh = qHTS for Inhibitors of Vif-A3G Interactions: qHTS. AID 602310, 2012. Potency, µM (top dose mostly 46.1 µM), for the others: at the top dose activity, negative = active, actives largely listed as inhibitors. HeLa A3G-eYFP + Vif (tagged APOBEC3G with the HIV-1 protein that degrades it), YFP fluorescence, overnight. 0.076% of 410,000 active. DNA dC->dU-editing enzyme APOBEC-3G (Homo sapiens), Q9HC16;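 note: potency is the fitted concentration of half-maximal effect; % is set by controls: 0 for no effect and ±100 for the full control effect; nearly all actives have a fitted effect of over 60% in size; hits raise eYFP signal because A3G escapes Vif-driven loss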
Target sequence (Q9HC16 whole entry, looked up): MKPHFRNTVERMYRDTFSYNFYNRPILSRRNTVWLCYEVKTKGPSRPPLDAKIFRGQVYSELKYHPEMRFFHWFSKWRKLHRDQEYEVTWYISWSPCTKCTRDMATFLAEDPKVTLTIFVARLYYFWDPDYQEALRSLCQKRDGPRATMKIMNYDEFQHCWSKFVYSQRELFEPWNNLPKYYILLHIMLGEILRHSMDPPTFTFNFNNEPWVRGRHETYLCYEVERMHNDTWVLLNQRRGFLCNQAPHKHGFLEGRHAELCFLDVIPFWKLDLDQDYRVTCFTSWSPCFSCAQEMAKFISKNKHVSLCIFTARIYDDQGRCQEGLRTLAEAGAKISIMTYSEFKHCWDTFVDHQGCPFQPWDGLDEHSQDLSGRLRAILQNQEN
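Read-out is eYFP fluorescence (Ex 488/Em 500-530) from Vif-expressing HeLa A3G-eYFP cells; more signal means A3G escaped Vif-mediated degradation. Cells plated overnight, compound pinned in, incubated overnight at 37 deg C.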
Vif-APOBEC3F blk = qHTS for Inhibitors of Vif-A3F Interactions: qHTS; 0.2% of 390,000 active; AID 602313, 2012; Potency, µM (series often up to 46.1 µM), inactives show top-dose activity, negative = active; HeLa A3F-eYFP + Vif (tagged APOBEC3F with the HIV-1 protein that degrades it), YFP fluorescence increase; note: potency is the fitted concentration of half-maximal effect; % of control where 0% means no effect; nearly all actives have a fitted effect of over 65% in size
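HeLa cells stably expressing Vif plus C-terminally eYFP-tagged A3F were seeded, incubated overnight at 37 deg C, dosed with compound, incubated overnight again at 37 deg C. Yellow fluorescence (Ex 488/Em 500-530) reported blocked Vif-mediated A3F-eYFP degradation.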
ALOX12 inh = Primary qHTS assay for inhibitors of human arachidonate 12S-lipoxygenase (ALOX12): Round 2. purified 12hLO, xylenol orange hydroperoxide absorbance. Potency, µM (titrated, usually from 108 µM), inactives show at the highest dose activity change, negative = inhibition, most hits filed as inhibitors. Polyunsaturated fatty acid lipoxygenase ALOX12 (Homo sapiens), P18054. 1.1% of 580,000 active; note: potency is the fitted concentration of half-maximal effect; % is set by controls: 0 for no effect and ±100 for the full control effect
Target sequence (P18054 whole entry, looked up): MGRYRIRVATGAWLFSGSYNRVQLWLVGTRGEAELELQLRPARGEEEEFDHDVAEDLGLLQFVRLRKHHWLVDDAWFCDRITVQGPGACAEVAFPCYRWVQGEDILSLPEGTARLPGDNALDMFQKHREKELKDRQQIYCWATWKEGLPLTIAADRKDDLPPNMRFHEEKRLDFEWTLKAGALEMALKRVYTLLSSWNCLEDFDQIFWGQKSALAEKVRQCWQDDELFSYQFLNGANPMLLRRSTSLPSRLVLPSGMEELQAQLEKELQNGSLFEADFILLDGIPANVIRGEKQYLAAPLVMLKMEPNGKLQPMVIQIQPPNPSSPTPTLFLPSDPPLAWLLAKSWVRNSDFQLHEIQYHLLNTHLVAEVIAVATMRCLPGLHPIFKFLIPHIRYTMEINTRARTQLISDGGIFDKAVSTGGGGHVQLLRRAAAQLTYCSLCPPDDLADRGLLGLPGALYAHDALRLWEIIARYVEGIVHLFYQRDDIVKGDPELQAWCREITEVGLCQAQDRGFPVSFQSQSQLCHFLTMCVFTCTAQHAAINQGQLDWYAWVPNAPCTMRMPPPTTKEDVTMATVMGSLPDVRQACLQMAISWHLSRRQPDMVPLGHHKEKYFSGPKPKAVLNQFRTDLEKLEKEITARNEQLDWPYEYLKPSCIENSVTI
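Purified human 12hLO (150 nM final) in 25 mM Hepes, 0.01% Triton X-100, pH 7.0 was preincubated 15 min at room temperature with compound. Then 40 uM arachidonic acid was added, 30 min. Hydroperoxide was read by Fe-XO absorbance ratio 573/405 nm.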
RGS4 inhibitor = Inhibitors of Regulator of G Protein Signaling (RGS) 4: qHTS; 0.039% of 390,000 active; Regulator of G-protein signaling 4 (Homo sapiens), P49798; Potency, µM (titrated, usually from 114 µM), for inactives: at the highest dose activity change, negative = inhibition, actives largely listed as inhibitors; Transcreener GDP fluorescence polarization, RGS4-accelerated GTP hydrolysis; note: potency is the fitted concentration of half-maximal effect; % is set by controls: 0 for no effect and ±100 for the full control effect; nearly all actives have a fitted effect of over 75% in size; some results filed as inactive show a strong effect at the top dose
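MLSMR compounds (23 nl, pin-transferred) preincubated 10 min at room temperature with a 500nM (2x) first reagent, then RGS4 at 900nM (2x) plus Transcreener GDP mix added; fluorescence polarization (620/688 nm) read before and after 90 min at 30 °C.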
Starred values were filed as active, the others as inactive; u = inconclusive; x = no result given; [ ] = another dose, or the depositor's remark. Unless noted, calls come from the whole dose curve; as a rule, active = well fitted curve in the direction sought with a large enough effect; inconclusive = small, poorly fitted or top-dose-only effect, or another doubt; inactive = no such curve, though single readings can be large; an effect the other way counts as inactive or inconclusive. This is a subset; count on the stated rates, not on these rows.

SMILES	D2 antag	LDHA inh	ERG-DNA inh	Glioma ERSR ind	D2 agonist	Vif-A3G inh	Vif-APOBEC3F blk	ALOX12 inh	RGS4 inhibitor
COc1c(Cl)cc(-c2noc(C)c2C(=O)NCc2ccc3c(c2)OCO3)cc1Cl	-24	-3	8%	-3%	-0.5	-5%	0%	-1%	4%
CC(=O)OC1CCC2C3CCC4OC(=O)CCC4C3CCC12C (centres undefined)	x	-1	-16%	-3%	x	-2%	-7%	3%	12%
COc1ccc(NC(=O)C2Cc3c(-c4cccc(NC(C)=O)c4)ccnc3O2)cc1OC (centres undefined)	x	-4	x	-6%	x	-14%	x	11%	x
Cc1cccc(N2CCN(C(=O)c3ccc(NC(=O)CC4SC(N5CCCC5)=NC4=O)cc3)CC2)c1C (centres undefined)	x	0	-4%	1%	x	3%	0%	0%	-24%
O=C(COC(=O)c1cncc(Br)c1)Nc1ccc(F)c(F)c1F	25	1	-11%	-3%	-1.1	1%	-5%	u	-6%
O=C(Cc1ccc(S(=O)(=O)N2CCCC2)s1)Nc1cccc([N+](=O)[O-])c1	x	1	-5%	-1%	x	-1%	10%	13%	-6%
CCCCCCCC(=O)N1c2ccccc2NC(=O)C1CC(=O)Nc1ccc(C(=O)O)cc1 (centres undefined)	-11	0	-11%	4%	0.1	1%	-4%	-10%	0%
CC(=O)Nc1ccc(NC(=O)COc2ccc(Br)cc2C)cc1	1	-6	-14%	2%	-1.0	-2%	20%	-15%	-4%
CCc1ccc(NC(=O)CSc2nnc3[nH]c(=O)cc(-c4ccccc4)n23)cc1	x	-1	-7%	-2%	x	10%	-12%	-28%	-22%
COc1cccc(-n2nnc3c(=O)n(CC(=O)N4CCCCC4)cnc32)c1	7	-5	-2%	-1%	0.3	2%	-6%	-14%	24%
CCOC(=O)c1cccc(NC(=O)CSc2nnc(C)n2Cc2ccccc2)c1	15	-3	-3%	-5%	0.4	0%	0%	8%	-22%
O=C(N/N=C/c1ccc2nccnc2c1)c1cccc([N+](=O)[O-])c1	-9	-10	1%	0%	0.8	-6%	-2%	0%	-8%
O=C(Cc1cccs1)N/N=C/C=C\c1ccccc1[N+](=O)[O-]	8	-3	-1%	5%	-1.4	0%	10%	-8%	-5%
O=Nc1c(O)n(Cc2cccc(C(F)(F)F)c2)c2ccccc12	-11	2	0%	-6%	-1.2	-4%	6%	-29%	-22%
O=C(COC(=O)CCOc1ccccc1)NCc1ccco1	3	-6	0%	-3%	0.1	-8%	-2%	187%[activator]	-12%
CCN1CCCC1CNC(=O)C(=O)Nc1cccc(OC)c1 (centres undefined)	4	-7	-3%	3%	-1.0	2%	10%	11%	9%
CC1CCC2(CC1)NC(=S)N(C(C)(C)C)N2 (centres undefined)	-13	-3	6%	-4%	0.9	-6%	0%	0%	u
CCn1c(C)nc2cc(C(N)=O)ccc21	-2	-6	-10%	-2%	-0.4	-6%	-7%	0%	6%
Cc1ccc(CNC(=O)CCS(=O)(=O)c2ccc3c(c2)NC(=O)C(C)S3)cc1 (centres undefined)	x	-3	-2%	u	x	-1%	-11%	-2%	34%[56.9 µM]
CN(C)CCCNC(=O)c1cccc(-c2ccc3nncn3c2)c1	x	-2	x	-2%	x	-1%	x	11%	x
COCCCN1CN(S(=O)(=O)c2ccc(Cl)cc2)c2nc3ccccc3nc21	-9	0	-3%	3%	0.7	-8%	-7%	u	-9%
N#C/C(=C/c1ccccc1[N+](=O)[O-])c1nc(C2CC2)cs1	x	-3	7%	4%	x	-4%	-4%	-18%	-12%
COCCNC(=O)CSc1cc(=O)n(C)c2cc(Cl)ccc12	-9	-5	2%	-1%	0.1	-1%	0%	-5%	10%
Cc1cc(C)nc(NC2=NCCN2C(=S)Nc2ccc(C)c(C)c2)n1	-4	-15	-2%	0%	-0.1	-3%	2%	u	-19%
CCOc1c(Br)cc(/C=C2\N=C(C)OC2=O)cc1Br	-3	-5	17%	0%	0.3	-2%	4%	u	8%
COc1ccc(-c2noc(=O)n2Cc2ccc(C#N)cc2)cc1	x	-5	4%	-3%	x	0%	-3%	18%	-10%
CCOC(=O)C1Nc2c(F)cc(C)cc2C2c3ccccc3CC12 (centres undefined)	x	0	7%	3%	x	-12%	u	239%[activator]	-3%
CC(C)(C)NCC(O)(c1ccc(Cl)cc1)c1ccc(Cl)cc1	-2	-2	0%	-6%	0.4	0%	3%	x	-6%
CN(Cc1ccco1)C(=O)C1CCCN(c2ncnc3c2nc2n3CCCCC2)C1 (centres undefined)	x	-11	0%	1%	x	-5%	-2%	3%	2%
CCN(CC)S(=O)(=O)c1ccc(NCCc2ccccn2)nc1	-8	-9	7%	4%	-1.7	-1%	1%	11%	19%
Cc1nnsc1NC(=O)OCc1ccc(C(C)(C)C)cc1	3	-2	-12%	4%	0.2	-1%	x	121%[activator]	-15%
CCOc1ccc(-n2c(SCC(=O)NC3CCCCC3)nc3c([nH]c4ccccc43)c2=O)cc1	x	1	6%	-2%	0.2	-3%	-5%	2%	-18%
CCCCOc1ccccc1Cn1c(=O)oc2ccccc21	4	-4	0%	4%	-0.5	-5%	-2%	4%	-10%
O=C(O)c1ccc(COc2ccc([N+](=O)[O-])cc2Cl)cc1	x	-4	x	4%	x	1%	-2%	8%	x
COc1ccccc1/C=C(\NC(=O)c1ccc(OC)c(OC)c1)C(=O)Nc1cccc([N+](=O)[O-])c1	3	-8	-3%	-3%	1.9	-1%	4%	1%	13%
O=C(Cn1c(=O)n(-c2ccc(F)cc2)c(=O)c2sc3ccccc3c21)NC1CCCC1	x	3	9%	-1%	-0.1	-2%	-4%	-19%	1%
Cc1ccc2ncnc(Nc3cccc(C(=O)O)c3)c2c1	5	-2	-3%	3%	-0.2	0%	-2%	-4%	u
CCC(C)(C)C1CCc2[nH]nc(C(=O)NCc3ccc(Cl)cc3)c2C1 (centres undefined)	-8	-3	-12%	-2%	-0.2	1%	1%	-5%	-7%
NC(=O)c1c(N)sc2c1CCCCC2	-6	18	0%	3%	-1.1	0%	4%	-7%	-52%
Cc1ccc(S(=O)(=O)N(C)CC(=O)Nc2cccnc2)cc1	0	-11	2%	-6%	1.0	0%	-11%	-22%	13%
O=C(NCc1ccccn1)C(=O)NCC1OCCCN1S(=O)(=O)c1ccc(F)cc1 (centres undefined)	16	-1	-4%	-3%	0.1	-4%	6%	0%	26%
CCOc1ccc(C2C(C(=O)Nc3ccccc3)=C(C)N=c3s/c(=C/c4cccc(OCC(=O)O)c4)c(=O)n32)cc1 (centres undefined)	5	-2	9%	0%	1.0	4%	5%	u	u
C#CCOc1ccc(CNC[C@H]2O[C@@H](n3cnc4c(N)ncnc43)[C@H](O)[C@@H]2O)cc1	x	-9	-5%	-1%	x	-6%	10%	-4%	3%
Cc1ccccc1Cn1ccc(NC(=O)c2cnn3c2NC(c2ccccc2)CC3C(F)(F)F)n1 (centres undefined)	-8	1	0%	3%	-0.8	0%	-3%	0%	-7%
Cn1cc(C(=O)NCCc2ccc(Cl)cc2)c(=O)c2cc(S(=O)(=O)N3CCOCC3)ccc21	x	-2	-4%	-1%	0.7	-3%	1%	-15%	-10%
O=c1c2ccccc2nc(SCc2cn3ccsc3n2)n1-c1ccc(F)cc1	19	-9	-11%	u	3.6	-12%	-8%	36%[activator]	15%
Cc1cccc(NC(=O)c2c(NC(=O)c3ccco3)sc3c2CCC(C)C3)c1 (centres undefined)	x	-1	2%	x	1.2	x	x	-18%	-7%
Nc1c(C(=O)N/N=C/c2cccnc2)cnn1-c1ccccc1	19	-8	3%	1%	-6.1	-5%	-5%	-2%	-39%
COc1ccc(C(=O)NC2CCc3ccccc32)cc1OC1CCN(C(C)=O)CC1 (centres undefined)	-15	-3	14%	-3%	0.0	-1%	-8%	6%	5%
COc1cccc2ccc(CC(O)(c3ccccc3)c3ccccc3)nc12	x	1	x	-3%	x	-3%	0%	3%	x
CC(C)(C)c1ccc(C(=O)Nc2cccc(S(=O)(=O)NC3=NCCC3)c2)cc1	8	1	18%	-6%	0.2	3%	3%	-1%	-18%
FC(F)Sc1nc(-c2ccccc2)c(-c2ccccc2)n1C(F)F	-13	-3	-11%	-3%	-0.3	0%	-19%	-18%	16%
CC(=O)NC(=S)Nc1ccc(NC(=S)NC(=O)/C=C/c2ccco2)cc1	-2	6	1%	-3%	0.6	-6%	4%	9%	-38%
